# Compound activity as filed in PubChem.
# Eya2 inh = Eya2 (human) phosphatase inhibition; O00167; recombinant Eya2, OMFP fluorescence dephosphorylation (OMFP is methylfluorescein phosphate); Potency, µM (highest dose often 76.9 µM), inactives show top-dose activity, negative = inhibition, actives largely listed as inhibitors; actives 0.006% (n = 330,000); AID 488837; also: potency is read from the fitted curve at half-maximal effect; % is scaled to controls: 0 for no effect and ±100 for the full control effect
#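 Eya2 protein (added as 0.2 uM solution) was preincubated with compound for 10 min at ambient temperature in 50 mM HEPES pH 7.5, 50 mM NaCl, 5 uM MgCl2, 0.05% BSA, 1 mM DTT. OMFP (added at 50 uM) then reacted 10 min; fluorescence read at 485/525 nm.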
# uPA generation = cell surface uPA generation inhibition; cell surface uPA generation assay, qHTS; Potency, µM (series often up to 38.3 µM), for inactives: top-dose activity change, negative = inhibition, usual class: inhibitors; actives 0.31% (n = 330,000); active = well fitted inhibition curve with a large enough effect; inconclusive = small, poorly fitted or top-dose-only effect; inactive = no such curve, though single readings can be large or run the other way; tested in mouse RAW 264.7 cells; also: potency is read from the fitted curve at half-maximal effect; % is scaled to controls: 0 for no effect and ±100 for the full control effect; nearly all actives have a fitted effect of over 55% in size
# B2AR arrestin = agonists driving beta-arrestin recruitment to human beta2-adrenergic receptor. P07550. beta-arrestin recruitment to beta2AR, cell-based reporter. Potency, µM (doses to about 46.1 µM), for the others: at the top dose activation, most hits filed as activators. actives 0.02% (n = 330,000). AID 492947;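 also: potency is read from the fitted curve at half-maximal effect; 0% = DMSO controls and full agonism = EC100 isoproterenol or metaproterenol; nearly all actives have a fitted effect of over 65% in size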
# Chronic BCR inh = inhibitors of chronic active B-cell receptor signaling; AID 493014; actives 0.05% (n = 340,000); ABC-DLBCL IkBa-CBG/CBR reporter, luminescence ratio, 4 h; Potency, µM (top dose mostly 46.1 µM), without a hit: top-dose ratio change, negative = lower green/red ratio, actives largely listed as inhibitors; active = well fitted inhibition curve with a large enough effect in the signal ratio, with a control signal flat, not every such curve was filed as active; inconclusive = small, poorly fitted or top-dose-only effect, or effect the other way, or a change in a side signal; the % refers to the signal ratio;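 also: potency is read from the fitted curve at half-maximal effect; plate controls were basal doxycycline-induced cells for no effect and cells given 10 µM MG132 for full effect; MG132 reads +100%, hits lower the ratio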
#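 TMD8 ABC-DLBCL cells carrying doxycycline-inducible green luciferase fused to IkappaBalpha plus unfused red luciferase were exposed to compounds (up to 46 uM) for 4 hrs at 37C. Activity came from the overlap-corrected green/red luminescence ratio.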
# TSHR antagonist = blocks TSH signaling through the human TSH receptor | AID 504810 | TSHR-expressing cells, TSH-stimulated cAMP HTRF, 2 h; stronger effect = lower value | activity change, negative = inhibition, % at 11.5 µM | P16473 | actives 0.2% (n = 330,000);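 active = activity change below a set negative limit, meaning inhibition stronger than a set level, cut at about -70% in these data; inconclusive = activity change between two set negative limits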; also: % is scaled to controls: 0 for no effect and ±100 for the full control effect
#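 Antagonism was scored as loss of TSH-driven cAMP in TSHR cells, stimulated with 4nM TSH (EC80) for 2 hours at 37 deg C and detected by homogeneous HTRF competition immunoassay.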
# USP2a inh = USP2a (human) protease inhibition. O75604. USP2 core, Ub-CHOP2 coupled fluorogenic reporter, 485/531. Potency, µM (top dose mostly 38.3 µM), for inactives: at the top dose activity change, negative = inhibition, most hits filed as inhibitors. actives 0.01% (n = 330,000). AID 463254;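 also: potency is read from the fitted curve at half-maximal effect; plate controls were DMSO wells for no effect and full inhibition by NEM control for full effect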
# Target sequence (O75604 whole entry, looked up): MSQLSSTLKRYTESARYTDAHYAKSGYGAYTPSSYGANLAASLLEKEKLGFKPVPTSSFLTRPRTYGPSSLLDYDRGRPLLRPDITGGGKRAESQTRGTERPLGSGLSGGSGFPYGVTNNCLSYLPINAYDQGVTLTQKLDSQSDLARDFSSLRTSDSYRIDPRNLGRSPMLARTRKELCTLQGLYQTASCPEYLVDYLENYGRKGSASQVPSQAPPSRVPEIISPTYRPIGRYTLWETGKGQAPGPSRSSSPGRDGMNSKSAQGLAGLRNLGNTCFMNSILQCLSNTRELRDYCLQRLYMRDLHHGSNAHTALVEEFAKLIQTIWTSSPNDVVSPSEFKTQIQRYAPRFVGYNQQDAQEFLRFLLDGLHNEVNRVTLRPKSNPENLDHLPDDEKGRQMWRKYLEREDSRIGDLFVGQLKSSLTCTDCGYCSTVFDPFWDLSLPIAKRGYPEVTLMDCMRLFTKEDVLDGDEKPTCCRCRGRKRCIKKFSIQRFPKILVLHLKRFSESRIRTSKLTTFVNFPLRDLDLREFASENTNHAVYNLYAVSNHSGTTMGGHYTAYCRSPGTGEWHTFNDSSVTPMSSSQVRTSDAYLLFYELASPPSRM
#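 USP2 core (10nM final) preincubated 30min RT with compound in 20mM Tris-HCl pH 8.0, 2mM CaCl2, 2mM beta-mercaptoethanol, 0.05% CHAPS; 25nM Ub-CHOP2 plus 25nM reporter substrate added, fluorescence (Ex485/Em531) read after 60min.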
# ELG1 repair inh = blocks ELG1-dependent DNA repair in HEK293T cells; actives 2.3% (n = 330,000); HEK293T ELG1-luciferase reporter, luminescence, 16 h; DNA damage induced by 5-fluorouridine; AID 504467; Potency, µM (highest dose often 46.1 µM), inactives show at the top dose activity change, negative = inhibition, usual class: inhibitors; also: potency is read from the fitted curve at half-maximal effect; % is scaled to controls: 0 for no effect and ±100 for the full control effect; nearly all actives have a fitted effect of over 55% in size
#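 Cells (2,000 per well) received 5-fluorouridine plus test compound or DMSO and were incubated 16 hr at 37 °C, 5% CO2. Luciferase activity was read by luminescence 30 min after ONE-Glo addition; signal suppression marked inhibition of damage-induced ELG1 function.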
# Mito fusion yeast = mitochondrial division inhibition or fusion activation; S. cerevisiae fusion-defective mutant growth rescue, CellTiterGlo 48 h; Potency, µM (series often up to 46.1 µM), inactives show top-dose growth rescue (activation), most hits filed as activators; actives 0.23% (n = 320,000);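 also: potency is read from the fitted curve at half-maximal effect; % of control where 0% means no effect; nearly all actives have a fitted effect of over 45% in size; temperature-sensitive fusion mutants such as fzo1-1 at 37 °C on non-fermentable ethanol glycerol medium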
#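 Read-out: ATP-based luminescence (CellTiterGlo, 10 min ambient) reporting growth of fusion-defective ts yeast after 48 hours at 37C on glycerol/ethanol YPEG medium in the presence of compound.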
# TCR activator = T cell receptor activation; 330,000 tested, under 10 active; primary human leukocytes, anti-CD3, IL-2 HTRF, 48 h; Potency, µM (top dose mostly 9.22 µM), without a hit: at the highest dose activation of IL-2 secretion, most hits filed as activators; AID 504894; also: % of control where 0% means no effect
#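 IL-2 produced over 48 hr by a-CD3 bead-stimulated primary human leukocytes exposed to compounds was detected with a homogeneous time-resolved FRET immunoassay, 665nm acceptor signal after 320nm excitation.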
# Tb PFK block = blocks T. brucei phosphofructokinase. O15648. T. brucei PFK, ADP-Glo luminescence. Potency, µM (top dose mostly 57.5 µM), for the others: at the top dose activity, negative = inhibition, actives largely listed as inhibitors. actives 0.17% (n = 330,000). AID 485367;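 also: potency is read from the fitted curve at half-maximal effect; 0% = uninhibited 1x PFK enzyme wells and -100% = no-enzyme wells; nearly all actives have a fitted effect of over 60% in size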
#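 ADP-Glo luminescence quantified ADP after 45 min at room temperature, with 1.25 nM T. brucei PFK, 0.1 mM ATP and 0.5 mM fructose-6-phosphate in pH 8.0 TEA buffer. qHTS titrations up to 57 µM; curves classified by quality.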
# TSG101-PTAP inh = blocks PTAP/TSG101 interaction to inhibit HIV-1 budding; Fluorescence polarization, FITC-PTAP peptide / Tsg101 binding; Potency, µM (doses to about 115 µM), for the others: top-dose activity change, negative = inhibition, most hits filed as inhibitors; 340,000 tested, under 10 active; AID 493005; Q99816; active = well fitted inhibition curve with a large enough effect in the main read-out, with a control signal flat, not every such curve was filed as active; inconclusive = small, poorly fitted or top-dose-only effect, or effect the other way, or a change in a side signal; inactive = no such curve, though single readings can be large or run the other way; also: potency is read from the fitted curve at half-maximal effect; % of control where 0% means no effect
# Target sequence (Q99816 whole entry, looked up): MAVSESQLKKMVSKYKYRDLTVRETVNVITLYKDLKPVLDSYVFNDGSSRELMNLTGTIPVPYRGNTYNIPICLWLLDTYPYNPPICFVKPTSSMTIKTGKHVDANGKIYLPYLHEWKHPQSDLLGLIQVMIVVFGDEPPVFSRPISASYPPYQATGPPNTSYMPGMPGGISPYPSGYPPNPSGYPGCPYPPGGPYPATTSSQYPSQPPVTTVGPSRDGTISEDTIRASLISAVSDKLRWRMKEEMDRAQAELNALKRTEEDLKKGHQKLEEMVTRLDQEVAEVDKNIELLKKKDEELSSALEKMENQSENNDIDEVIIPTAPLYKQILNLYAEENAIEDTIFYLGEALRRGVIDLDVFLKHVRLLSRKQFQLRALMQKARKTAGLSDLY
#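 FP read-out: FITC-PTAP peptide, 50 nM final, binding Tsg101 binding domain, 10 uM final; 20 min, r.t.; 10 mM HEPES pH 7.5, 0.15 M NaCl, 0.01% Tween 20, 3 mM EDTA, 0.1 mM TCEP.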
# Active calls of the source: *; ? = inconclusive; · = no result given; [ ] = another dose, or the depositor's remark. Unless noted, calls follow the shape of the dose curve; as a rule, active = well fitted curve in the direction sought with a large enough effect; inconclusive = small, poorly fitted or top-dose-only effect, or another doubt; inactive = no such curve, though single readings can be large; an effect the other way counts as inactive or inconclusive.
SMILES,Eya2 inh,uPA generation,B2AR arrestin,Chronic BCR inh,TSHR antagonist,USP2a inh,ELG1 repair inh,Mito fusion yeast,TCR activator,Tb PFK block,TSG101-PTAP inh
O=C1CCC(C(=O)N2CCN(c3ccccc3Cl)CC2)CN1CC1CCCCC1 (configuration not stated),7%,8%,0.1%,8%,8,-6%,-28%,17%,8%,-2%,1%
CCN(C(=O)c1cc2cccc(OC)c2oc1=O)c1ccccc1,4%,3%,0.0%,1%,8,-1%,0%,-19%,-1%,-2%,-1%
COc1ccc(N2CCN(CC(=O)c3ccc(O)cc3O)CC2)cc1,-12%,1%,-0.2%,-7%,5,0%,6%,-9%,-5%,0%,3%
Nc1cc(C(F)(F)F)ccc1N1CCOCC1,3%,3%,-0.3%,-8%,-14,1%,-1%,-4%,·,-1%,-1%
CCN1CCCC1CNC(=O)Cn1ncc2c(=O)oc3ccc(C)cc3c21 (configuration not stated),12%,2%,-0.3%,-3%,2,1%,-2%,-3%,-2%,0%,-7%
Cc1nn(C)c(=S)n1-c1ccc(Cl)cc1,2%,-2%,-0.4%,0%,1,3%,7%,7%,1%,0%,1%
N#Cc1cn(Cc2cccc(Cl)c2)c2ccccc12,-6%,-5%,-0.3%,-7%,-13,-5%,-1%,?,8%,?,-1%
Fc1ccccc1CSc1nncn1NCc1cccs1,-4%,0%,-0.7%,-13%,-2,1%,15%,0%,-4%[46.1 µM],0%,0%
COCCNC(=O)c1ccc2c(=O)n(CCOC)c(=O)[nH]c2c1,-16%,-5%,-0.1%,?,-4,2%,-7%,-4%,1%,0%,-8%
CC(C)c1ccc(C(=O)NN2C(=O)C3CCCCC3C2=O)cc1 (configuration not stated),0%,-1%,-0.3%,1%,-6,-7%,?,-5%,-2%[46.1 µM],-1%,0%
CCOc1ccc(S(=O)(=O)N2CCCCC2)cc1NC(=O)c1c(CC)noc1C,5%,8%,0.1%,8%,-1,0%,?,5%,4%,4%,0%
CCCCN(C(=O)NC(=O)Nc1ccccc1OCC)S(C)(=O)=O,6%,-1%,-0.4%,-7%,12,-2%,25%,-2%,1%,0%,0%
CCOC(=O)c1sc2nc3n(c(=O)c2c1C)CCC(C)CC3 (configuration not stated),-6%,-5%,-0.1%,?,-11,6%,-4%,17%,-5%,-8%,-5%
COc1ccccc1C(=O)NC(=S)Nc1ccccc1N1CCCCC1,-12%,10%,-0.8%,3%,-9,-1%,?,-11%,-18%,4%,0%
CSc1ccc(-c2cccc([N+](=O)[O-])c2)nn1,-2%,-2%,0.0%,6%,-3,5%,2%,4%,3%,-5%,-2%
CCOC(=O)CNC(=O)CCCCCC(=O)NCC(=O)OCC,-7%,5%,-0.3%,2%,1,-2%,-1%,2%,1%,1%,1%
CN(C(=O)c1cccc(NC(=O)C2CCCN(C(=O)OC(C)(C)C)C2)c1)C1CCC1 (configuration not stated),4%,9%,2.7%,-1%,-6,2%,?,·,4%,7%,·
CC(C)C(NC(=O)C1CCCCC1)C(=O)Nc1ccccn1 (configuration not stated),-3%,-2%,-0.5%,0%,5,0%,-20%,-3%,-5%,2%,-2%
COc1ccc(CN2C(=NC(=O)C3CC3)SC3CS(=O)(=O)CC32)cc1 (configuration not stated),-6%,1%,-0.2%,1%,-11,9%,-1%,-1%,-2%,-4%,-1%
CCN(CC)S(=O)(=O)c1ccc(C)c(NC(=O)COC(=O)c2ccc(C)c(S(=O)(=O)N3CCOCC3)c2)c1,-14%,1%,-0.2%,15%,-2,1%,-10%,1%,-1%,2%,-2%
CCc1ccc(OCC(=O)NC(NC(=S)Nc2ccccc2C)C(Cl)(Cl)Cl)cc1 (configuration not stated),-11%,-12%,-0.4%,?,-14,-2%,-16%,-8%,-1%[46.1 µM],2%,1%
Cc1cccc(NC(=O)c2cc(N3CCOCC3)nc3ccccc23)c1,-3%,-3%,-0.6%,-1%,1,0%,?,-1%,-7%,0%,-3%
Cc1cc(C)nc(NS(=O)(=O)c2ccc(NS(=O)(=O)c3ccccc3)cc2)n1,6%,8%,-0.9%,?,4,0%,-3%,-2%,-2%,4%,-3%
CC(Oc1cc2oc(=O)c3c(c2cc1Cl)CCC3)C(=O)NCCCN1CCCC1=O (configuration not stated),5%,2%,-0.9%,4%,0,-3%,9%,-2%,3%,3%,-4%
CN1C(=O)c2cccc3c(S(=O)(=O)NCc4ccco4)ccc1c23,-2%,-8%,-0.2%,?,1,3%,?,-1%,-5%,-2%,-3%
COc1ccc(/C=C(\NC(=O)c2ccc([N+](=O)[O-])cc2)C(=O)NCCN2CCOCC2)cc1,?,2%,-0.6%,6%,15,-1%,16%,-8%,-18%,0%,-2%
CCn1c(SCC(=O)N2CCOCC2)nc(O)cc1=O,16%,6%,0.1%,18%,7,2%,2%,0%,2%,3%,-10%
Cc1cc(C)c(C(=O)COC(=O)CCn2c(C)csc2=O)cc1C,28%,0%,-0.3%,?,2,2%,?,-3%,-3%,-1%,0%
COc1ccc(CCNc2cc(C)nc3c(-c4ccc(Cl)cc4)cnn23)cc1OC,-6%,3%,-0.1%,-1%,-15,2%,?,29%,0%[46.1 µM],-4%,0%
Cc1ccc(S(=O)(=O)N2CCN(C(=O)COC(=O)Cc3ccc(F)cc3)CC2)c(C)c1,4%,-3%,-0.3%,-3%,-5,-1%,1%,11%,-1%,-5%,-5%
COc1cc(C#N)c(NC(=O)CN2CCC(C(N)=O)CC2)cc1OC,-3%,-2%,0.4%,-6%,0,2%,-14%,-5%,-1%,0%,-3%
Cc1ccc(NC(=O)CCC(=O)N/N=C/c2ccco2)c(C)c1,6%,8%,0.2%,-1%,5,-2%,-3%,-4%,4%[46.1 µM],-10%,-4%
N#CCC(=O)N/N=C/c1cccc(Oc2ccccc2)c1,-6%,-1%,-0.1%,-3%,10,0%,5%,-2%,4%,-4%,0%
O=C(NNC(=O)C(O)c1ccccc1)NC1CCCCC1 (configuration not stated),9%,-2%,-0.3%,-2%,-6,-1%,?,3%,0%,-5%,-5%
CC(NC(=O)C1CCN(C(=O)Nc2ccccc2)CC1)c1ccccc1Cl (configuration not stated),-17%,7%,0.2%,?,24,3%,·,-3%,-3%,0%,-1%
Cc1ccc(S(=O)(=O)N2CCCC2)cc1C(=O)N1CCN(Cc2ccccc2)CC1,-19%,-3%,-0.4%,5%,2,1%,-1%,-8%,2%,2%,0%
CC(C)(C)c1nn(-c2ccccc2)c2[nH]c(=O)c(CNc3ccc4c(c3)OCCO4)cc12,-21%,-7%,0.1%,3%,-2,-11%,30%,-2%,·,2%,-10%
COc1ccc(CN2CCNC(=O)C2CC(=O)NCc2cn[nH]c2-c2ccccc2)c(F)c1 (configuration not stated),10%,6%,0.1%,-1%,-10,3%,6%,-4%,2%,1%,-1%
CCC1(c2ccccc2)NC(=O)N(CC(=O)Nc2nnc(C3CC3)s2)C1=O (configuration not stated),3%,5%,-0.4%,3%,1,1%,-5%,3%,1%,2%,-2%
COc1ccc(C(C)=O)cc1Cn1c(=O)cc(C)[nH]c1=O,3%,-3%,0.0%,-3%,-3,3%,16%,-6%,8%,1%,-5%
COc1cc2c(cc1OC)CN(c1nc(CN3CCOCC3)nc3sc4c(c13)CCC(C)C4)CC2 (configuration not stated),0%,-4%,-0.2%,-1%,3,-3%,7.3µM*,?,1%[46.1 µM],0%,1%
CCCN(CC(=O)Nc1ccccc1OC)C(=O)c1ccc2c(c1)NC(=O)C(C)S2 (configuration not stated),-3%,6%,0.1%,11%,-1,2%,-2%,-2%,-7%,3%,-2%
Cc1onc(-c2c(Cl)cccc2Cl)c1C(=O)Nc1nccs1,-2%,0%,-0.7%,8%,-7,1%,23µM*,-5%,0%,-3%,-6%
Cn1c(NC(=O)c2ccccc2)c(-c2ccccn2)c(=O)c2ccccc21,14%,·,-0.5%,23%,11,-4%,10%,-1%,-2%,-4%,2%
CCOC(=O)C1CCN(C(=O)COC(=O)c2ccccc2C(=O)c2ccc(Cl)cc2)CC1,-9%,-15%,-0.3%,9%,-3,-1%,0%,2%,1%,5%,-1%
